MgcRacGAP inhibition: MgcRacGAP GTPase-activating activity inhibitors, confirmation, biochemical, ADP Hunter fluorescence | AID 624330 | MgcRacGAP-stimulated Rac1 GTP hydrolysis, ADP Hunter fluorescence; higher % means a stronger effect; GST-tagged Rac1 F28L mutant substrate | 340,000 compounds, 0.6% hits | inhibition, % at 30 µM, or IC50 in µM where a hit was titrated;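 active = first-screen hits whose inhibition reached a set limit at any dose in the follow-up dose series; inconclusive = inhibition above the set first-screen limit but never retested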;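 note: fluorescence reports GDP produced by GAP-driven GTP hydrolysis; strong numbers were not always called active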
LYP inhibition: PTPN22 lymphoid phosphatase activity blockers – biochemical, fluorescence intensity, uHTS (AID 1779). one-dose inhibition, % at 11.5 µM; IC50 in µM for titrated hits. recombinant LYP phosphatase, fluorescence intensity; higher % means a stronger effect. 290,000 compounds, 0.054% hits; in the data active = inhibition above about 50%;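 note: plate controls were vehicle with enzyme for no effect and no enzyme for full effect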
AID2073: inhibitors of Mint1-CaV2.2 protein interaction, biochemical, HTRF (AID 2073) | HTRF protein-protein interaction, Mint1-CaV2.2; higher % means a stronger effect | one-dose inhibition, % at 20 µM; IC50 in µM for titrated hits | 290,000 compounds, 0.19% hits; in the data active = inhibition mostly above about 51%, no sharp cut-off; inconclusive = no clear call, values can overlap the other calls; inactive = mostly below about 53%; note: some results filed as inactive read as strong as hits
NS5 inhibitors: flavivirus cap methylation enzyme inhibition – biochemical, confirmation dose response, primary screen (AID 588689); Dengue-2 NS5 methyltransferase capping enzyme assay, biochemical; higher % means a stronger effect; one-dose inhibition, % at 25 µM; IC50 in µM for titrated hits; 340,000 compounds, 0.3% hits; in the data active = a potency from the dose series; inconclusive = inhibition above about 29% without an active follow-up result
SV40 large T antigen: SV40 large T antigen inhibitors, biochemical (AID 1903). 310,000 compounds, 0.39% hits. SV40 large T antigen ATPase/helicase inhibition assay; higher % means a stronger effect. one-dose inhibition, % at 20 µM; IC50 in µM for titrated hits; in the data active = a potency from the dose series; inconclusive = inhibition mostly from about 32% at the one dose, without a potency; inactive = the rest, 99 in 100 with inhibition below about 32%; note: strong numbers were not always called active
RSV antiviral HEp-2: RSV antiviral activity via CPE protection, HEp-2 cells, primary 10 µM value included (AID 2391). HEp-2 cells, RSV-induced CPE inhibition; higher % means a stronger effect. 310,000 compounds, 0.13% hits. CPE inhibition, % at 10 µM, or IC50 in µM where a hit was titrated; in the data active = a potency from the dose series; inconclusive = CPE inhibition mostly from about 23% at the one dose, without a potency; inactive = the rest, 99 in 100 with CPE inhibition below about 21%; note: strong numbers were not always called active
HIV fusion peptide: inhibitors of HIV fusion peptide binding, primary screen, biochemical, uHTS, fluorescence dequenching (AID 1986); cell-free peptide binding, fluorescence dequenching, 30 min; higher % means a stronger effect; one-dose inhibition, % at 20 µM; IC50 in µM for titrated hits; 290,000 compounds, 0.3% hits; in the data active = inhibition mostly above about 52%, no sharp cut-off; inactive = mostly below about 76%; note: some results filed as inactive read as strong as hits
XIAP antagonists: small molecules displacing peptide from XIAP – biochemical, IAP family, fluorescence polarization (AID 1018); displacement, % at 20 µM; hits with a dose series show IC50 in µM; 200,000 compounds, 0.007% hits; XIAP BIR domain, fluorescence polarization peptide displacement; higher % means a stronger effect; in the data active = displacement above about 50%; note: a part of the inactive calls stands beside numbers as strong as those of hits
SIAH1 antagonists: blockers of Siah-1 interaction with plectin peptide – biochemical, fluorescence polarization, rhodamine-plectin, uHTS, primary screen (AID 1817); displacement, % at 20 µM, or IC50 in µM where a hit was titrated; 290,000 compounds, 0.02% hits; Siah-1 / rhodamine-plectin peptide fluorescence polarization; higher % means a stronger effect;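 active = displacement of at least 50% at 20 µM, with a fluorescence ratio check between 0.3 and a set limit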;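 note: plate controls were Siah plus tracer with DMSO for no effect and tracer alone without Siah for full effect; strong numbers were not always called active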
Starred values were filed as active, the others as inactive; ? = inconclusive; . = no result given.

Values run as follows: MgcRacGAP inhibition	LYP inhibition	AID2073	NS5 inhibitors	SV40 large T antigen	RSV antiviral HEp-2	HIV fusion peptide	XIAP antagonists	SIAH1 antagonists
O=C(CCNC(=O)N1CCn2c1nc1ccccc12)NCc1ccccc1
  10%	-8%	-1%	0%	11%	-0.1%	0.5%	.	9%
CCOc1ccc2nc(NC(=S)N(C)C)sc2c1
  9%	7%	-27%	-8%	19%	2.2%	-0.8%	-10%	-1%
CCn1nc(CC(=O)Nc2nnc(CC(=O)N3CCCC3)s2)c2ccccc2c1=O
  5%	-7%	-1%	0%	15%	1.6%	1.9%	-1.9%	-1%
NC1=C([N+](=O)[O-])C(c2ccc(F)cc2)C2=C(CCCC2=O)O1 (configuration not stated)
  -1%	-1%	-8%	-8%	8%	1.0%	3.5%	-1.3%	2%
CCc1cc(CNC(=O)C2CCC(=O)N(Cc3cccc(F)c3)C2)on1 (configuration not stated)
  8%	0%	-3%	-1%	21%	0.5%	-0.3%	.	0%
O=C(CCc1nnc(-c2ccsc2)o1)N1CCCCC1CCn1ccnc1 (configuration not stated)
  5%	-6%	-5%	.	6%	0.4%	-1.3%	-2.4%	3%
O=C(Nn1c(C2CCCCC2)nc2ccccc2c1=O)c1ccc(Cl)c([N+](=O)[O-])c1
  10%	6%	-6%	-13%	9%	3.1%	24%	0.9%	3%
Cc1ccc(NC(=S)NCCN(C2CCCCC2)C2CCCC2)cc1C
  17%	-9%	-10%	-11%	10%	-2.8%	0.4%	-7.7%	-6%
O=C(Nc1ccc(N2CCOCC2)cc1)c1cc2c(s1)CCCC2
  5%	2%	7%	-1%	7%	43%	-1.2%	-0.6%	-2%
CCN1/C(=C/c2ccc3cc(C)ccc3[n+]2CC)Sc2cc(C)c(C)cc21
  16%	-26%	21%	-49%	25%	.	8.5%	33%	0%
COc1ccc(-c2csc(CCn3nc(C)cc3C)n2)cc1OC
  4%	-3%	0%	-9%	19%	3.1%	0.6%	-2.1%	4%
CCN(CC)S(=O)(=O)c1ccc2oc(C(=O)NC(C)C)c(C)c2c1
  8%	1%	6%	1%	0%	6.4%	1.0%	-2.3%	-5%
CCn1c(N)c(Br)c(=O)[nH]c1=O
  7%	-5%	-10%	-5%	8%	5.6%	1.2%	-1.5%	1%
CCc1ccccc1NC(=O)COc1ccc2c(c1)OCO2
  13%	-8%	-7%	-5%	4%	-2.4%	-1.6%	-1.4%	3%
CC(C(=O)N1CCc2ccccc21)N1CCN(Cc2ccccc2)CC1 (configuration not stated)
  -3%	-5%	4%	-12%	3%	-1.5%	1.2%	.	6%
C=CCOc1ccccc1NC(=O)CN1C(=O)CNC1=O
  9%	-5%	-4%	-7%	2%	1.2%	-1.2%	.	11%
Cc1cccc(-n2c(C)cc(/C=N/n3cnnc3)c2C)c1
  -8%	-9%	33%	-8%	7%	9.7%	-0.6%	-1.9%	0%
O=[N+]([O-])c1cc(C(F)(F)F)ccc1N/N=C/c1cc2ccccc2nc1Cl
  .	9%	2%	.	0%	1.0%	-1.6%	-12%	1%
Cc1ccc(S(=O)(=O)N2CCC(C(=O)NCc3ccccc3Cl)CC2)cc1
  2%	-2%	4%	6%	11%	1.5%	1.0%	-1.8%	-3%
CCOP(=O)(c1ccc(N(C)C)cc1)C(O)c1c(Cl)cccc1Cl (configuration not stated)
  5%	3%	4%	0%	3%	1.6%	1.7%	-1.4%	4%
Cc1cc(C)c2nc(NC(=O)c3ccco3)sc2c1
  4%	-3%	11%	-8%	23%	4.6%	1.8%	.	4%
CC(=O)NC(CCS(C)(=O)=O)C(=O)Nc1nc(C)cs1 (configuration not stated)
  11%	-7%	9%	0%	9%	0.7%	3.1%	-4.0%	9%
COc1ccc(CCC(=O)Nc2ccc(-c3noc(-c4ccc(OC)c(OC)c4)n3)cc2)cc1
  11%	-5%	25%	0%	-2%	1.1%	0.2%	-8.9%	-2%
COc1cccc(NC(=O)CN(Cc2ccccc2)S(C)(=O)=O)c1
  6%	-9%	3%	-5%	9%	2.9%	-1.7%	-7.8%	-2%
COc1ccc(CCN(C)C(=O)C2CCN(C(=O)Nc3ccccc3)CC2)cc1OC
  3%	.	.	-3%	-4%	0.4%	.	.	.
C=CCn1c(SCc2ccc3nonc3c2)nnc1-c1cccs1
  8%	-2%	-5%	-7%	5%	9.2%	-1.5%	-5.2%	-2%
CC(C)CCSc1ncnc2c1oc1nc3c(cc12)COC(C)(C)C3
  -1%	-4%	10%	3%	4%	-2.5%	-2.0%	-5.2%	8%
COc1cc(/C=C(/C#N)c2ccccc2F)ccc1OCc1ccccc1
  7%	4%	9%	-1%	6%	15%	1.3%	-2.8%	-7%
Cc1ccc(C)c(S(=O)(=O)N2CCN(C(=O)C(C)Sc3ccccc3)CC2)c1 (configuration not stated)
  4%	-6%	-5%	-5%	6%	1.5%	0.2%	.	5%
C/C(=N\NC(=O)CN1CCCCC1)c1cccc([N+](=O)[O-])c1
  -1%	.	.	-2%	0%	0.9%	.	.	.
Cc1cc(SCC(=O)Nc2ncc(Cl)cc2Cl)nc2ccccc12
  9%	-1%	17%	3%	-1%	5.5%	-2.6%	-4.2%	11%
COc1ccc(CC(=O)NCC2CCCN(Cc3ccccc3Cl)C2)cc1 (configuration not stated)
  -3%	-7%	1%	-5%	11%	-0.1%	-0.1%	.	0%
COc1ccc(CN2CCN(S(=O)(=O)c3ccc(NC(C)=O)cc3)CC2)c(OC)c1OC
  25%	-4%	6%	2%	16%	-1.0%	0.6%	0.2%	2%
CCOC(=O)Cc1csc(NC(=O)CCN2C(=O)c3ccccc3C2=O)n1
  8%	0%	3%	-3%	24%	1.2%	1.3%	-4.4%	-1%
O=c1[nH]c(CS(=O)(=O)c2ccccc2)nc2ccccc12
  3%	-10%	11%	-3%	-113%	0.8%	-0.5%	19%	-2%
COc1ccc(C(=O)NCCCSC)cc1OC1CCN(C(C)C)CC1
  -20%	-1%	2%	6%	4%	0.2%	3.4%	.	2%
COC(=O)c1cc(Br)ccc1-c1ccc(/C=N/n2nnnc2N)o1
  10%	-5%	9%	-2%	13%	0.5%	1.6%	-8.1%	-2%
CC(C)n1c(/N=C/c2c[nH]c3ccccc23)nc2ccccc21
  1%	10%	-3%	-3%	14%	0.6%	-1.5%	3.2%	2%
O=C(OCc1ccccc1)c1ccc2c(c1)-c1ccccc1C2=O
  7%	-1%	0%	-9%	5%	?	-0.1%	0.2%	2%
Oc1ccccc1CNc1ccc(OC(F)(F)F)cc1
  .	1%	-4%	.	26%	?	-0.7%	-14%	0%
COc1ccccc1CNC(=O)CN(CCc1ccccc1)S(C)(=O)=O
  7%	-4%	-19%	-7%	1%	-1.0%	-2.5%	-3.9%	0%
O=C(Cn1nnc(-c2cc(C(F)(F)F)cc(C(F)(F)F)c2)n1)NNC(=S)Nc1ccc(Cl)cc1
  12%	5%	-18%	-3%	15%	.	29%	.	-9%
O=C(Nc1ccc(O)c(-c2nc3ccccc3s2)c1)c1cccs1
  -8%	-3%	?	-4%	1%	2.0%	-1.1%	-12%	-4%
O=C(CCSCc1ccc(Cl)cc1)NCc1cccs1
  -4%	-4%	-14%	0%	5%	0.6%	-1.3%	-4.5%	2%
Cc1ccc2nc(N(CCCN(C)C)C(=O)c3ccc4ncsc4c3)sc2c1
  38%	-5%	-9%	-2%	.	-1.8%	0.5%	.	-2%
COc1ccc(-c2cc(C(=O)N3CCC3)c3ccccc3n2)cc1OC
  10%	.	.	-4%	3%	-1.6%	.	.	.
O=C(Nc1cc(Cl)ccc1O)C1CC(c2ccccc2Cl)=NO1 (configuration not stated)
  6%	-5%	0%	-7%	9%	40%	2.1%	.	2%
COC(=O)c1ccc2[nH]c3cccc(/C(=C/c4ccccc4)c4ccccc4)c3c2c1
  7%	-5%	16%	-3%	6%	-4.1%	2.4%	.	8%
CCOc1c(N2CCOCC2)c(=O)c1=O
  2%	-6%	2%	-3%	19%	-0.8%	-0.7%	.	-5%
COCC(C)NC(=O)Cc1ccc(Cl)cc1 (configuration not stated)
  3%	-7%	0%	0%	16%	-0.4%	-1.0%	-4.3%	3%

Whole records as entered above. Order of values: MgcRacGAP inhibition, LYP inhibition, AID2073, NS5 inhibitors, SV40 large T antigen, RSV antiviral HEp-2, HIV fusion peptide, XIAP antagonists, SIAH1 antagonists
CCc1ccccc1NC(=O)COc1ccc2c(c1)OCO2 in the list: 13%, -8%, -7%, -5%, 4%, -2.4%, -1.6%, -1.4%, 3%
CC(C)CCSc1ncnc2c1oc1nc3c(cc12)COC(C)(C)C3 in the list: -1%, -4%, 10%, 3%, 4%, -2.5%, -2.0%, -5.2%, 8%

The results go on.
Values run as follows: MgcRacGAP inhibition	LYP inhibition	AID2073	NS5 inhibitors	SV40 large T antigen	RSV antiviral HEp-2	HIV fusion peptide	XIAP antagonists	SIAH1 antagonists
CCCCNC(=O)CNC(=O)c1cccs1
  -1%	-18%	6%	-2%	28%	-0.3%	-2.0%	-5.4%	-1%
O=C1NC(=O)c2cc(NC(=O)C3CCCCC3)ccc21
  4%	-6%	30%	0%	4%	-0.4%	1.2%	-3.5%	2%
Cc1nnc(Nc2ccc(F)cc2)c2ccccc12
  13%	-8%	-2%	-3%	5%	1.0%	0.8%	.	0%
Cc1ccc2c(nc3s/c(=C/c4cccs4)c(=O)n32)c1C
  14%	-5%	13%	7%	.	.	-1.1%	-9.4%	-5%
Cc1ccc(C2c3[nH]c4ccccc4c3C[C@H]3C(=O)N(c4ccccc4C(=O)N4CCC(C(=O)O)CC4)C(=O)N23)cc1 (some centres not stated)
  3%	-9%	5%	0%	15%	2.2%	8.9%	.	2%
Cc1ccc(OCC(=O)N(Cc2cccs2)C2CCS(=O)(=O)C2)cc1C (configuration not stated)
  -6%	-12%	-3%	-5%	6%	1.0%	0.8%	.	-1%
CCOC(=O)c1oc2c(CN3CCN(CCO)CC3)c(O)c(CC)cc2c(=O)c1-c1nc2ccccc2s1
  -1%	-7%	1%	-7%	10%	-0.9%	8.1%	-8.9%	-4%
NCCCC[C@H](NC(=O)C1CCNCC1)c1nnc([C@@H](N)Cc2ccc(O)cc2)o1
  11%	-6%	6%	3%	3%	0.1%	0.7%	-1.4%	1%
Cc1c(O)ccc2c3c(c(=O)oc12)CCCC3
  23µM*	-5%	?	-8%	26%	2.1%	-0.7%	-7.6%	-1%
C/C(=N\NC(=O)c1ccc(COc2ccccc2)cc1)c1ccncc1
  10%	1%	2%	-8%	13%	1.0%	0.1%	1.9%	11%
Cc1ccc(SCCC(=O)NC(C)(C)C)cc1
  6%	-4%	-4%	-13%	11%	0.6%	0.2%	-5.6%	-2%
CCSc1nnc(NC(=O)c2ccccc2C)s1
  5%	5%	-2%	-4%	10%	2.0%	-1.0%	-3.6%	1%
CCCCNC(=O)CSc1nc2ccccc2n1S(=O)(=O)c1ccc(Br)cc1
  2%	-1%	8%	-3%	3%	1.0%	0.3%	-7.8%	-1%
O=C(COc1ccccc1)Nn1cnc2ccccc21
  4%	-8%	-1%	-3%	9%	-1.3%	-0.6%	-4.9%	-5%

Screening data deposited in PubChem by several laboratories.
